KCNH2 3.1 block = inhibitors of human KCNH2 3.1 potassium channel isoform | activity change, % (tested at about 1.8 µM) | actives 0.95% (n = 340,000) | U2OS KCNH2 3.1, thallium flux FluxOr; hits give low values;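 active = maximum activity change below -70%; inconclusive = maximum activity change from -70% to -50%; inactive = maximum activity change above -50%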;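 note: thallium influx rate constant from kinetic fluorescence after stimulation buffer; % is set by controls: 0 for no effect and ±100 for the full control effect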
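Normalized rate constant (relative to positive and negative DMSO controls) derived from a 2 min kinetic fluorescence read after stimulation; U2OS cells expressing the 3.1 isoform via virus at 1.77 x 10^8 /mL.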
AT treatment = potential ataxia-telangiectasia treatments restoring KAP-1 phosphorylation; actives 0.19% (n = 320,000); Potency, µM (doses to about 57.5 µM), inactives show at the highest dose activation, most hits filed as activators; […] A-T fibroblasts, KAP-1 phosphorylation AlphaLISA; neocarzinostatin DNA damage 30 min before lysis; AID 485349; note: potency is the fitted concentration of half-maximal effect; % of control where 0% means no effect; nearly all actives have a fitted effect of over 45% in size
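hTERT-immortalized A-T patient fibroblasts ([…]), 500 cells/well in OPTI-MEM, 1% FBS, got compounds for 60 min, then NCS for 30 min at 37C. Lysates were then assayed for phospho-KAP-1 by AlphaLISA (anti-pKAP1 donor, anti-KAP1 acceptor beads), 6 hr at 25C.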
MLL CXXC-DNA inh = MLL CXXC-DNA interaction inhibition | MLL-CXXC / FITC-HOXA9 DNA fluorescence polarization | Potency, µM (highest dose often 115 µM), without a hit: at the top dose activity change, negative = inhibition, hits mostly inhibitors | actives 0.037% (n = 290,000) | AID 2662; active = well fitted inhibition curve with a large enough effect in the polarisation, with a control signal flat, not every such curve was filed as active; inconclusive = small, poorly fitted or top-dose-only effect, or effect the other way, or a change in a side signal; inactive = no such curve, though single readings can be large or run the other way; the % refers to the polarisation; note: potency is the fitted concentration of half-maximal effect
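Steps: dispense CXXC domain solution (7 uM) → pin compounds or unlabeled HOX-A9 DNA control → 5 min ambient → add FLSN-HOX-A9 solution (50 nM) → spin → 30 min ambient → fluorescence polarization. Tris pH 7.5/NaCl/DTT/BSA buffer.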
MBNL1 CUG block = blocks human MBNL1 binding to CUG repeat RNA; actives 0.036% (n = 280,000); Potency, µM (doses to about 57.5 µM), inactives show top-dose activity change, negative = inhibition, usual class: inhibitors; TR-FRET MBNL1-His/biotin-(CUG)12 binding, 665/545 ratio; Q9NR56; active = well fitted inhibition curve with a large enough effect in the signal ratio, with a control signal flat, not every such curve was filed as active; inconclusive = small, poorly fitted or top-dose-only effect, or effect the other way, or a change in a side signal; inactive = no such curve, though single readings can be large or run the other way; the % refers to the signal ratio; note: potency is the fitted concentration of half-maximal effect; % is set by controls: 0 for no effect and ±100 for the full control effect
Target sequence (Q9NR56 whole entry, looked up): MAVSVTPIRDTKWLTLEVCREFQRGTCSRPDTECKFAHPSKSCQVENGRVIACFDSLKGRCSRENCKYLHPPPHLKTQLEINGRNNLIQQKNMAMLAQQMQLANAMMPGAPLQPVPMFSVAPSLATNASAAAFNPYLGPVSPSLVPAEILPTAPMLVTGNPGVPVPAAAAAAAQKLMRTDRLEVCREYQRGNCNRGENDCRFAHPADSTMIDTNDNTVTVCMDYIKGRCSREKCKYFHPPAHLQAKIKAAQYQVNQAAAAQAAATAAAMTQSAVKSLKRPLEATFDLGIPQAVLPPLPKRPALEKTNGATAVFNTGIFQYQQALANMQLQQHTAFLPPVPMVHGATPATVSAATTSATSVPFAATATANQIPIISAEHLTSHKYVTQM
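Compound titration spanned 92 nM–58 uM against the MBNL1-His/biotin-(CUG)12 complex. After 60 min at room temperature with 5 nM streptavidin-XL665 and 0.055 ng/ul terbium anti-His, ratiometric 665/545 nm emission (Ex 340 nm) normalized to controls.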
TRPV1 agonist = activates the human vanilloid receptor TRPV1. Q8NER1. TRPV1-expressing cells, Fluo-8 calcium influx, agonist mode. activation, % at 8.33 µM. actives 0.19% (n = 320,000). AID 540275; in the data active = activation above about 80%; inconclusive = between about 30% and that limit; note: 0% is about no effect
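TRPV1-expressing cells were cultured overnight at 35.5C and loaded with Fluo-8 calcium dye for 40 to 90 min at room temperature. After a 10 s baseline, compound was added and calcium influx was read kinetically for 3 min (ex 480/em 520 nm).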
GALK inhibitor = blocks human galactokinase activity; actives 0.007% (n = 270,000); Purified GALK, Kinase-Glo residual ATP luminescence; AID 1868; P51570; Potency, µM (titrated, usually from 57.5 µM), for the others: top-dose activity change, negative = inhibition, most hits filed as inhibitors; note: potency is the fitted concentration of half-maximal effect; % is set by controls: 0 for no effect and ±100 for the full control effect
Target sequence (P51570 whole entry, looked up): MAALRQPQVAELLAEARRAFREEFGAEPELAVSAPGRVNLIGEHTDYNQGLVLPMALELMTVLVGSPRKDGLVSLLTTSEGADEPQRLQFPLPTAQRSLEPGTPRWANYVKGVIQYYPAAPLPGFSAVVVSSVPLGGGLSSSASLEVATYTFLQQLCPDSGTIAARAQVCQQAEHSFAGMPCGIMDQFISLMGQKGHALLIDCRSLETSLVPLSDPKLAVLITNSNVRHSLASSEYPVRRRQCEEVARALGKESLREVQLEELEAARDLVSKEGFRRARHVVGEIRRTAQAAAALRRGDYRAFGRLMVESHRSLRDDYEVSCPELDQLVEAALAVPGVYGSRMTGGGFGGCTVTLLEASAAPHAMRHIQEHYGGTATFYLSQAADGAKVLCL
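Kinase-Glo Plus luminescence measured ATP left after a 1 h room-temperature reaction. The reaction used 5 nM GALK, 100 uM galactose and 35 uM ATP at pH 8.0 (20 mM HEPES, 5 mM MgCl2, 60 mM NaCl, 1 mM DTT, 0.01% BSA).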
ASM inhibitor = inhibitors of human secretory acid sphingomyelinase. P17405. placental ASM, HMU-PC fluorogenic substrate, 60 min. Potency, µM (titrated, usually from 57.5 µM), inactives show top-dose activity change, negative = inhibition, most hits filed as inhibitors. actives 0.006% (n = 340,000); note: potency is the fitted concentration of half-maximal effect
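Fluorogenic HMU-PC substrate (9 uM final) is turned over by placental ASM in 60 min at 37 C after a 10 min compound preincubation. Reaction ended by alkaline stop (pH 10), with fluorescence read at 386/447 nm.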
a7 integrin act = activators of alpha7 integrin expression for muscular dystrophy | actives 0.064% (n = 350,000) | alpha7betagal myoblasts, beta-gal FDG fluorescence, 48 h | Potency, µM (doses to about 38.3 µM), for the others: at the highest dose activation, most hits filed as activators | AID 624291;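 note: potency is the fitted concentration of half-maximal effect; 100% = response of the positive control SU9516; nearly all actives have a fitted effect of over 60% in size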
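Alpha7betagal+/- myoblasts (passage 13) were plated 16-24 hr, then exposed to compounds (1:260 dilution of DMSO stock) for 48 hours at 37C. After MPER lysis, β-galactosidase reporter activity was read as FDG fluorescence (ex 480/em 540) after 30 minutes.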
FBPA coupling cs = counter-screen for Giardia aldolase inhibitors: coupling enzyme system; coupling enzyme system counterscreen, AmpLite Red fluorescence; activity change, negative = inhibition, % at 58.2 µM, hits read low; actives 0.67% (n = 290,000); AID 2472; in the data active = activity change below about -30%; note: % is set by controls: 0 for no effect and ±100 for the full control effect
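Compounds tested against the coupling enzymes alone at 57.5 uM final; readout was AmpLite Red fluorescence (525/598 nm) after 20 min at RT.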
KCNH2 WT inh = blocks the wildtype human KCNH2 potassium channel; Q12809; U2OS, BacMam KCNH2, thallium flux FluxOr; hits give low values; activity change, % at 1.84 µM; actives 0.37% (n = 340,000); AID 720551;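 active = maximum activity change below -70%; inconclusive = maximum activity change between -70% and -50%; inactive = maximum activity change above -50%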; note: % is set by controls: 0 for no effect and ±100 for the full control effect
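U2OS cells transduced with wild-type KCNH2 virus are loaded with FluxOr dye for 45 min, and thallium flux is measured in kinetic reads before and after stimulation buffer. Rate constants are normalized to DMSO controls.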
* = called active by the depositor; ? = inconclusive; / = no result given; & = joins results of further samples; [ ] = remark or other dose. Unless noted, calls come from the whole dose curve; as a rule, active = well fitted curve in the direction sought with a large enough effect; inconclusive = small, poorly fitted or top-dose-only effect, or another doubt; inactive = no such curve, though single readings can be large; an effect the other way counts as inactive or inconclusive. Outcome played no part in choosing rows. About 2% of those tested had a hit in this group.

Screens in order: KCNH2 3.1 block	AT treatment	MLL CXXC-DNA inh	MBNL1 CUG block	TRPV1 agonist	GALK inhibitor	ASM inhibitor	a7 integrin act	FBPA coupling cs	KCNH2 WT inh
O=C(Cc1cccc2ccccc12)NN1C(=O)C2C(C1=O)C1C=CC2C12CC2 (stereo not drawn)
    2	-1%	-5%	7%	1	1%	-1%	13%	-5	2
COc1ccc([C@H]2CC(=O)C=C(c3cccc(OC)c3OC)C2)cc1OC
    -15	3%	/	/	?	/	-1%	-24%	/	0
COc1ccc(C)cc1NC(=O)c1cc2c(=O)n3ccccc3nc2n1C
    7	3%	?	19%	2	-1%	460%[activator]	-7%	1	-11
Cc1nnc(SCC(=O)Nc2cccc(S(=O)(=O)NC3=NCCCCC3)c2)n1Cc1ccccc1
    5	7%	3%	2%	-3	-2%	6%	?	1	/
COC(=O)/C=c1\sc2n(c1=O)C(C)=CC(C)(C)N=2
    2	2%	8%	?	3	-1%	-4%	0%	-5	2
Fc1cccc(COc2ccccc2CNc2ccccc2)c1
    -10	7%	8%	?	8	2%	-2%	13%	1	4
Cc1nc2ncnn2c(C)c1CCC(=O)NCc1ccc2c(c1)OCO2
    -13	0%	-20%	-5%	-1	0%	-1%	-18%	2	-6
O=C(CN1C(=O)c2ccccc2C1=O)Nc1sc2c(c1C(=O)NCc1ccco1)CCCC2
    -9	4%	-7%	6%	2	/	2%	4%	1	7
CN(C(=O)c1ccccc1-c1ncc[nH]1)C1CCCN(Cc2ccccc2F)C1 (stereo not drawn)
    -10	15%	2%	-1%	-1	-6%	8%	9%	/	-8
O=C(Cn1cncc1-c1ccc([N+](=O)[O-])cc1)Nc1ccccc1F
    24	-1%	27%	?	11	2%	6%	-29%	1	-17
CC(C)C(Nc1ccc(S(=O)(=O)N2CCOCC2)cc1[N+](=O)[O-])C(=O)O (stereo not drawn)
    -11	2%	3%	?	3	15%	-1%	18%	1	-18
CCn1ccnc1CN(C)Cc1cn(-c2ccc(C)cc2)nc1-c1cccc(C)c1
    ?	/	-13%	0%	25	3%	-5%	-53%[inhibitor]	4	27
CCc1nnc(NC(=O)CSc2nnc(C3CCCCC3)n2-c2ccccc2)s1
    -10	7%	6%	-10%	1	3%	1%	4%	5	2
O=C(Nc1ccccc1)c1sc2cc(C(F)(F)F)cnc2c1-c1cccs1
    -5	0%	8%	?	4	2%	56%	0%	0	-15
Cc1ccc(N(CC(O)CN2C(=O)NC(C)(C)C2=O)S(=O)(=O)c2ccc(C)cc2)cc1 (stereo not drawn)
    -20	?	-4%	-1%	5	0%	7%	-5%	0	-6
Cc1cccc(N2C(=O)C3CCCN3C2=S)c1C (stereo not drawn)
    -6	-21%	/	/	13	/	-10%	-15%	/	0
O=S(=O)(c1ccc(Br)cc1)c1nc(-c2ccccc2)oc1N1CCOCC1
    -27	14%	9%	-7%	13	4%	-1%	36%	/	15
CSc1nnc(-c2cc3ccccc3cc2O)n1C
    0	3%	-8%	?	2	2%	/	15%	-1	-3
CC(=O)N1CC(C)Sc2ccc(S(=O)(=O)NCCc3cccc(C)c3)cc21 (stereo not drawn)
    -8	0%	9%	5%	30	0%	0%	-29%	-1	-6
O=C(NCc1ccccc1)NC1(C(=O)N2CCN3CCCC3C2)CCCCC1 (stereo not drawn)
    -9	0%	5%	-14%	2	0%	4%	7%	1	-4
CCN(CC)C(=O)Cn1c(=O)n(CC(=O)N2CCCCC2)c(=O)c2sccc21
    -6	15%	25%	-6%	3	-6%	3%	16%	/	9
CC1=C(C(=O)Nc2ccccn2)C(c2ccccc2Cl)NC(=S)N1 (stereo not drawn)
    -1	12%	-6%	-7%	-5	4%	1%	-4%	-3	1
CCCCCCNC(=O)c1ccc(Br)o1
    15	-3%	6%	10%	?	/	-7%	24%	2&1	4
COc1ccc(OC)c(-c2c(C#N)c(N)nc3c2c(=O)nc2sccn23)c1
    -2	-1%	-2%	8%	0	0%	3%	5%	2	-1
O=c1oc2ccccc2c(N2CCCC2)c1[N+](=O)[O-]
    -11	1%	1%	/	-1	1%	0%	6%	4	11
CC(C)Oc1ccc(C(=O)NC2CCSc3ccccc32)cc1 (stereo not drawn)
    8	11%	?	-1%	23	0%	1%	5%	/	22
CC(C)c1ccc(/C=C2\SC(=S)N(CCC(=O)N3CCCCC3CCO)C2=O)cc1 (stereo not drawn)
    10	-11%	15%	11%	0	6%	-23%	-36%	/	1
Cc1ccccc1NC(=S)NCC1CCC(CNC(=S)Nc2ccccc2C)CC1 (stereo not drawn)
    -7	18%	-24%	-8%	-20	1%	-11%	?	0	5
COc1cc(/C=N/NC(=S)NC2CC3CCC2C3)ccc1O (stereo not drawn)
    -3	2%	2%	-3%	-1	/	60%[activator]	0%	0	-3
O=C1C=C(c2cnc3ccccc3c2)C[C@@H](c2ccc3c(c2)OCO3)C1
    -21	0%	/	/	20	/	-12%	25%	/	-17
Cc1cc(SCc2cccc([N+](=O)[O-])c2)nc(=O)[nH]1
    2	3%	-2%	?	-1	-1%	-7%	6%	/	0
O=C(COc1ccccc1C(=O)O)NC1CCCc2ccccc21 (stereo not drawn)
    5	8%	4%	-4%	4	-1%	-2%	1%	0	2
N#Cc1c(Nc2cccc(F)c2)sc2c(O)cc(=O)[nH]c12
    2	7%	17%	13%	-1	7%	4%	-10%	-1	-3
CCN1CCN(C(c2cccnc2)c2c(NC(=O)c3ccco3)sc(C)c2C)CC1 (stereo not drawn)
    -8	-2%	/	/	3	/	8%	-32%	/	13
O=C(COC(=O)CSc1ccc2ccccc2c1)Nc1ccccc1OC(F)F
    -30	-4%	-4%	-10%	0	-1%	-2%	5%	0	-4
O=C1S/C(=C\c2ccccc2)C(=O)N1CC(O)Cn1c2ccccc2c2ccccc21 (stereo not drawn)
    -9	5%	11%	/	0	0%	-13%	7%	2	-12
CC1Cc2cc(/C(O)=C3/C(=O)C(=O)N(CCCn4ccnc4)C3c3ccc([N+](=O)[O-])cc3)ccc2O1 (stereo not drawn)
    7	/	/	/	/	/	-2%	-21%	/	-22
CCCN(CCC)Cc1c(C(=O)N/N=C/c2ccco2)nnn1-c1nonc1N
    11	2%	-2%	9%	?	0%	-19%	-24%	2	23
CCOC(=O)c1sc(=NC(=O)/C=C/c2cccs2)n(C)c1C
    -17	1%	5%	8%	7	1%	202%[activator]	26%	-1	-11
Cc1c(Br)c([N+](=O)[O-])nn1CCCC(=O)Nc1sc2c(c1C#N)CCC2
    -6	-3%	-12%	/	2	0%	-9%	1%	0	3
COc1ccc(S(=O)(=O)N2CCc3ccccc32)cc1C(=O)N1CCN(C=O)CC1
    -25	3%	/	/	1	/	-1%	-24%	/	0
Cc1nc2ccc(NC(=O)c3c(-c4ccccc4)noc3C)cc2s1
    2	10%	2%	-10%	4	1%	-3%	-25%	4	-6
Cn1c2c(c(=O)n(C)c1=O)C(c1ccccc1F)C(C#N)=C(N)O2 (stereo not drawn)
    1	1%	-8%	9%	-1	4%	8%	6%	1	7
CN(C(=O)c1cccc(N2C(=O)C3C4C=CC(C4)C3C2=O)c1)C1CCCCC1 (stereo not drawn)
    8	7%	-14%	-6%	-2	0%	-2%	-38%	0	3
COCCN1C(=O)C(=O)/C(=C(/O)c2ccc(S(=O)(=O)N3CCOCC3)cc2)C1c1ccc(O)cc1 (stereo not drawn)
    1	-6%	2%	/	0	-4%	-3%	6%	1	0
O=C(COC(=O)/C(=C/c1cccs1)c1cccs1)NCc1ccccc1Cl
    /	-1%	-4%	-1%	?	0%	-7%	17%	3	-13
O=C(CCCCCn1c(=S)[nH]c2ccc(N3CCOCC3)cc2c1=O)NCc1ccc2c(c1)OCO2
    -4	3%	-4%	0%	0	4%	36%[activator]	8%	-1	-7
Cc1ccc[n+](CC(=O)Nc2ccc(N(C)C)cc2)c1
    -31	-10%	-1%	3%	0	0%	-4%	-2%	0	-8
CC(C)(CN1CCOCC1)NS(=O)(=O)c1ccccc1
    -11	7%	-10%	-1%	-4	1%	-2%	-12%	0	0
CC(C)(O)C#Cc1ccc(C(=O)NC(CCCNC(N)=O)C(=O)O)s1 (stereo not drawn)
    18	2%	-4%	2%	0	3%	-1%	16%	-2	0

Compound activity deposited in PubChem BioAssay by National Center for Advancing Translational Sciences (NCATS).
